12-LOX inh = Primary qHTS assay for inhibitors of human arachidonate 12S-lipoxygenase (ALOX12): Round 2; Potency, µM (titrated, usually from 108 µM), for the others: at the top dose activity change, negative = inhibition, hits mostly inhibitors; purified 12hLO, xylenol orange hydroperoxide absorbance; AID 1671190, 2021; hit rate 1.1% among 580,000; Polyunsaturated fatty acid lipoxygenase ALOX12 (Homo sapiens), P18054; further: potency means the concentration at half of the fitted maximal effect; on the % scale 0 is the no-effect control and ±100 the full control effect
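Purified human 12hLO at 150 nM in 25 mM Hepes, 0.01% Triton X-100, pH 7.0, preincubated 15 min at room temperature with compound. Reaction started with 40 uM arachidonic acid, 30 min at room temperature. Hydroperoxide measured by Fe-xylenol orange, 573/405 nm absorbance ratio.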
D2 ag = HTS Assay for Allosteric Agonists of the Human D2 Dopamine Receptor: Primary Screen for Agonists. activation, % at 2 µM. hit rate 0.53% among 340,000. HEK293 T-REx D2 cells, calcium flux agonist mode;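 active means activation over 3 SD above normal in the single-dose calcium agonist read, cut at about 30% in these data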; further: 0% is about no effect
Target sequence (P14416 whole entry, looked up): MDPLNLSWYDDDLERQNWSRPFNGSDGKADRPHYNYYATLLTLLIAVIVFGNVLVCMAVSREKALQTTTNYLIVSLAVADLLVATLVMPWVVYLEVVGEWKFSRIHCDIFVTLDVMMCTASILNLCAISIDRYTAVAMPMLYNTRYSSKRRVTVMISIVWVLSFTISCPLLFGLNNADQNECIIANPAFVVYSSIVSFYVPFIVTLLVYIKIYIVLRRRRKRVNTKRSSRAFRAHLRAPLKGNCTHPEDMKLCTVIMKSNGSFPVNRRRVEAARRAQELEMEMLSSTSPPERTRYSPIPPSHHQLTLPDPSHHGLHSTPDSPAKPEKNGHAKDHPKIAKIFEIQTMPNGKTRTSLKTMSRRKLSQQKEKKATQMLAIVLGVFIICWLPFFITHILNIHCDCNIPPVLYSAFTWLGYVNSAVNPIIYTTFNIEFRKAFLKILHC
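Calcium-flux readout, 1 cycle/sec over 180 s following compound pin transfer, in inducible HEK293 Trex D2 cells (force-coupled); dopamine controls included. Positive calcium responses during this window marked compounds as potential agonists.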
Vif-A3F inh = qHTS for Inhibitors of Vif-A3F Interactions: qHTS. HeLa A3F-eYFP + Vif (tagged APOBEC3F with the HIV-1 protein that degrades it), YFP fluorescence increase. Potency, µM (doses to about 46.1 µM), for inactives: at the top dose activity, negative = active. hit rate 0.2% among 390,000; further: potency means the concentration at half of the fitted maximal effect; % of control where 0% means no effect; nearly all actives have a fitted effect of over 65% in size
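Fluorescence increase (Ex 488/Em 500-530) after overnight compound treatment at 37 deg C flags inhibition of Vif-driven A3F-eYFP loss in stable HeLa A3F-eYFP/Vif cells seeded overnight beforehand.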
ERG Ets-DNA blk = qHTS for Small Molecule Inhibitors of the ERG Ets/DNA interaction | AID 624246, 2012 | Transcriptional regulator ERG (Homo sapiens), P11308 | hit rate 0.028% among 370,000 | fluorescence polarization, His-ERG Ets domain / labelled DNA | Potency, µM (series often up to 76.9 µM), inactives show top-dose FP activity, negative = inhibition, hits mostly inhibitors; active means well fitted inhibition curve with a large enough effect in the polarisation, with a control signal flat; inconclusive means small, poorly fitted or top-dose-only effect, or effect the other way, or a change in a side signal; inactive means no such curve, though single readings can be large or run the other way; the % refers to the polarisation;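 further: polarization taken with two DNA probes labelled with fluorescein and Texas red; potency means the concentration at half of the fitted maximal effect; % of control where 0% means no effect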
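His-tagged ERG Ets domain (1 uM in the protein solution; 300mM KCl, 50mM Tris-HCl, 1mM EDTA, 1mM DTT, pH 7.5) received compound, then a probe mix of 5 nM fluorescein-DNA and 100nM Texas-615-DNA. Fluorescence polarization was read for both dyes.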
Glioma ERSR ind = qHTS for Inducers of the Endoplasmic Reticulum Stress Response (ERSR) in Human Glioma: qHTS; U87-MG GRP78 promoter luciferase reporter, 16 h; Potency, µM, for inactives: at the highest dose activation, hits mostly activators; hit rate 0.02% among 420,000; further: potency means the concentration at half of the fitted maximal effect; series mostly up to about 76 µM; % of control where 0% means no effect; nearly all actives have a fitted effect of over 35% in size
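ERSR induction read as luciferase luminescence (Bright-Glo, 10 min at room temperature) in stably transfected human U87-MG glioma cells exposed to compounds for 16 h, using GRP78 as sensor.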
D2 antag = HTS Assay for Allosteric Antagonists of the Human D2 Dopamine Receptor: Primary Screen for Antagonists | inhibition, % at 10 µM | HEK293 TREx D2 cells, calcium flux, dopamine EC80 | D(2) dopamine receptor (Homo sapiens), P14416 | hit rate 2% among 340,000; in the data active means inhibition above about 30%; further: 0% is about no effect
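Measurement of antagonist activity uses fluorescent calcium dye in inducible HEK293 T-REx D2 cells: 10 s baseline, compound addition with 180 s read, EC80 dopamine addition with a further 180 s read.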
Vif-APOBEC3G blk = qHTS for Inhibitors of Vif-A3G Interactions: qHTS | DNA dC->dU-editing enzyme APOBEC-3G (Homo sapiens), Q9HC16 | HeLa A3G-eYFP + Vif (tagged APOBEC3G with the HIV-1 protein that degrades it), YFP fluorescence, overnight | Potency, µM (series often up to 46.1 µM), for inactives: top-dose activity, negative = active, actives largely listed as inhibitors | hit rate 0.076% among 410,000;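 further: potency means the concentration at half of the fitted maximal effect; on the % scale 0 is the no-effect control and ±100 the full control effect; nearly all actives have a fitted effect of over 60% in size; hits raise eYFP signal because A3G escapes Vif-driven loss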
Target sequence (Q9HC16 whole entry, looked up): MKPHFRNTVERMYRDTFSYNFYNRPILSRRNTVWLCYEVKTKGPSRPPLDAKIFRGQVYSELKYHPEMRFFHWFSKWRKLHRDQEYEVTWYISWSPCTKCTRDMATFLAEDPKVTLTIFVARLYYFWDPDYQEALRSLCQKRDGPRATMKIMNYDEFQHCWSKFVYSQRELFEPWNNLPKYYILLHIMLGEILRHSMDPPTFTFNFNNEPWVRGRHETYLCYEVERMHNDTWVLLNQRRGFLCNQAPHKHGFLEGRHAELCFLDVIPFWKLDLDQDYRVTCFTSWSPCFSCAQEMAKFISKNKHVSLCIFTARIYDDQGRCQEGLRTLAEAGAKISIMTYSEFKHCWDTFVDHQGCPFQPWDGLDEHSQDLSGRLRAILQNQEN
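Read-out is eYFP fluorescence (Ex 488/Em 500-530) from Vif-expressing HeLa A3G-eYFP cells; more signal means A3G escaped Vif-mediated degradation. Cells plated overnight, compound pinned in, incubated overnight at 37 deg C.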
RGS4 inhibitor = Inhibitors of Regulator of G Protein Signaling (RGS) 4: qHTS | Regulator of G-protein signaling 4 (Homo sapiens), P49798 | Transcreener GDP fluorescence polarization, RGS4-accelerated GTP hydrolysis | Potency, µM (doses to about 114 µM), without a hit: at the highest dose activity change, negative = inhibition, hits mostly inhibitors | hit rate 0.039% among 390,000 | AID 504845, 2011; further: potency means the concentration at half of the fitted maximal effect; on the % scale 0 is the no-effect control and ±100 the full control effect; nearly all actives have a fitted effect of over 75% in size; some results filed as inactive show a strong effect at the top dose
Target sequence (P49798 whole entry, looked up): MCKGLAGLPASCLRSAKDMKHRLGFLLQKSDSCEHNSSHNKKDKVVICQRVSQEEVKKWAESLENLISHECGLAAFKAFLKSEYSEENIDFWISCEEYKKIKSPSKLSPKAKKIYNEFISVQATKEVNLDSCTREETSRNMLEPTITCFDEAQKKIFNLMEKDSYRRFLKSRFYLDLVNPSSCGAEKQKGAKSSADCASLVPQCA
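MLSMR compounds (23 nl, pin-transferred) preincubated 10 min at room temperature with a 500nM (2x) first reagent, then RGS4 at 900nM (2x) plus Transcreener GDP mix added; fluorescence polarization (620/688 nm) read before and after 90 min at 30 °C.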
LDHA inh = qHTS assay for inhibitors of human lactate dehydrogenase; L-lactate dehydrogenase A chain (Homo sapiens), P00338; purified LDHA, NADH/diaphorase-resazurin fluorescence; active compounds read low; activity change, % (values are at about 110 or 230 µM); hit rate 0.15% among 480,000; AID 1347041, 2019; in the data active means activity change below about -30%; inconclusive means mostly about -25% to -30%;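 further: plate controls were DMSO wells for no effect and wells without enzyme for full effect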
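LDH5 2 nM; NADH 0.06 mM, pyruvate 0.2 mM; 200 mM Tris pH 7.4, EDTA, Tween-20; 5 min RT. Detection: diaphorase 0.133 mg/mL + resazurin 37 µM, fluorescence ex540/em590 at 0 and 20 min; normalized to enzyme-free and DMSO wells.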
An asterisk follows results filed as active; ? = inconclusive; · = not tested or not shown; & = joins results of further samples; [ ] = remark or other dose. Unless noted, the call rests on the fitted dose curve; in most records, active means well fitted curve in the direction sought with a large enough effect; inconclusive means small, poorly fitted or top-dose-only effect, or another doubt; inactive means no such curve, though single readings can be large; an effect the other way counts as inactive or inconclusive. These rows are one share of the data; rates above refer to the full screens.

SMILES | 12-LOX inh | D2 ag | Vif-A3F inh | ERG Ets-DNA blk | Glioma ERSR ind | D2 antag | Vif-APOBEC3G blk | RGS4 inhibitor | LDHA inh
O=C(CNS(=O)(=O)c1ccc2ccccc2c1)OCc1csc(-c2ccccc2)n1 | ? | -0.3 | -12% | -10% | 1% | -1 | -3% | -32% | 0
CCN(CC)c1ccc(C=N/C(C#N)=C(\N)C#N)cc1 | ? | 3.0 | ? | 0% | 0% | 5 | -10% | 27% | -4
Cc1cccc(-n2ccnc2SCC(=O)Nc2nccs2)c1 | -1% | -1.1 | 0% | 8% | 0% | -7 | -2% | 6% | 1
COc1ccc(N(CC(=O)NCc2ccc3c(c2)OCO3)S(=O)(=O)c2ccc(O)c(C(=O)O)c2)cc1 | ? | · | -6% | -6% | -2% | · | 0% | -22% | -10
COc1ccc(NC(=O)CN(C)CC(=O)c2c(C)[nH]c3ccccc23)cc1 | 68% | · | -9% | -7%[15.4 µM] | -2% | · | 0% | -22% | 3
CC(=O)Nc1ccc(S(=O)(=O)NC(CSc2ccc(C(=O)O)cc2[N+](=O)[O-])C(=O)O)cc1 (configuration not stated) | -13% | 1.0 | 0% | -7% | -4% | -12 | 1% | -9% | 0
Cc1ccc(-c2cnc3c(Nc4cccc(OC(F)(F)C(F)F)c4)nccn23)cc1 | -2% | · | · | · | 4% | · | 1% | · | -39*
CC(=O)c1cccc(NC(=O)c2ccco2)c1 | 0% | 0.6 | 5% | 0% | 2% | -15 | 1% | 13% | -5
CNS(=O)(=O)c1cc(OCC(N)=O)c(C)cc1Cl | 0% | 0.5 | 1% | 5% | 0% | -13 | 0% | 18% | -10
COc1ccc(-n2c(COc3ccc(C)cc3)nnc2SCC(N)=O)cc1 | ? | 0.9 | 6% | -1% | -3% | -10 | -8% | -13% | -5
Cc1cc(C(=O)OCC(=O)N2CCCC2)c2ccccc2n1 | 2% | -0.4 | 2% | -1% | -4% | 10 | -5% | 20% | -9
Cc1ccc(CNC(=O)c2cccnc2)cc1 | 0% | · | 4% | -2% | -3% | · | -1% | 21% | -1
Cc1cccc(C)c1OCc1cc(=O)n2ccsc2n1 | -18% | 0.1 | -8% | -8% | 6% | · | 1% | 5% | 3
Cc1cc(C)n2nc(C(=O)OCC(=O)c3ccc(F)cc3)nc2n1 | -26% | 0.2 | 3% | 14% | 0% | -22 | -2% | -7% | 1
N#Cc1ccccc1Cn1c(SCC(=O)NCc2ccccc2)nc2ccccc21 | -23% | -4.7 | -1% | 3% | -3% | · | 2% | -21% | -2
COc1cccc(-n2nnc3c(=O)n(Cc4ccc(Cl)cc4)cnc32)c1 | -3% | 0.3 | -1% | -1% | -2% | -8 | 2% | 11% | 1
O=C(CCS(=O)(=O)c1nc(-c2cccs2)cc(C(F)(F)F)n1)Nc1cccc(O)c1 | -19% | 1.2 | -2% | -8% | -11% | · | -24% | -40% | -2
NC(=S)N/N=C/c1cc([N+](=O)[O-])ccc1OCCOc1ccccc1 | 0% | 0.2 | -3% | 3% | -6% | -10 | -6% | -9% | -7
COc1cccc(C(=O)N2CCN(c3ccccn3)CC2)c1 | 109%[activator] | · | -1% | -4% | 3% | · | -1% | -9% | -2
O=C(Nc1ccc2[nH]ccc2c1)c1ccccc1 | ? | 0.9 | -7% | 0% | -10% | -4 | -2% | -24% | -1
COc1cccc(OC)c1C(=O)Nc1ccncc1 | 0% | · | 4% | 2% | 0% | · | 1% | 24% | -8
Cc1nnc(N2C(=O)C(O)=C(C(=O)c3ccco3)C2c2cccc([N+](=O)[O-])c2)s1 (configuration not stated) | ? | · | 4% | 16% | -6% | · | 2% | -52% | 5
O=[N+]([O-])c1cc(CN2CCN(c3ccccc3)CC2)c(O)c2ncccc12 | ? | · | -20% | -1% | -3% | · | 2% | -2% | -2
COc1ccc(NC(=O)CN(C)C(=O)CCSc2ccc(F)cc2)cc1 | -3% | -0.1 | 9% | 11% | 0% | 34* | 0% | -20% | -3
[O-]/C(=C(\C(=S)Nc1cccc2ccccc12)[n+]1ccccc1)c1ccc(Cl)s1 | ? | 0.1 | -6% | -9% | -4% | 18 | -5% | -24% | 5
CCCOc1ccc(-c2nnc(-c3ccco3)o2)cc1 | 0% | 0.1 | 2% | 14% | -13% | -4 | -1% | 13% | -5
CCOc1cccc2cc(C(=O)Oc3ccc(OC)cc3)c(=O)oc12 | 35µM* | 0.7 | 3% | -2% | -5% | 2 | -1% | -11% | 3
Cc1cc2oc(C(=O)NCC(c3ccco3)N3CCCC3)c(C)c2cc1C (configuration not stated) | 1% | · | -11% | · | 2% | · | -6% | · | 2
O=C(CSCc1ccccc1)N1CCc2ccccc21 | -16% | -1.4 | -2% | -11% | -2% | -4 | -1% | -3% | 0
CC(C)OC(=O)c1ccc(N)cc1 | -6% | 0.8 | 1% | 73%[activator] | -2% | 2 | 1% | 3% | -6
O=C(CCn1c(=O)c2sccc2n(CC(=O)OCc2ccccc2)c1=O)NCc1ccccc1 | 0% | -0.2 | -2% | -2% | -1% | 3 | 0% | 29%[56.9 µM] | -9
CCOC(=O)c1c(NC(C)=O)sc2c1CCC(C=O)=C2Sc1ccccc1 | ? | · | ? | 3% | -13% | · | ? | -19% | 18
CC(=O)Nc1ccc(C=Cc2ccc([N+](=O)[O-])cc2)cc1 | -8% | · | -2% | · | 0% | · | -7% | · | 0
S=C(Nc1ccc2snnc2c1)N1CCN(c2ccccn2)CC1 | -9% | 0.0 | 4% | -3% | 4% | 26 | 4% | -23% | 2
COc1cccc(OC)c1C1=NC(C)(C)CO1 | -4% | 0.5 | -38% | -2% | -4% | -4 | 1% | -25% | 0
COc1cc(/C=C(/C#N)c2nc3ccccc3[nH]2)ccc1OCc1ccc(C(=O)O)o1 | ? | 0.2 | 0% | 2% | -4% | -8 | 2% | ? | -4
NC(=O)c1nsc(C(=O)N(CC(=O)NCc2ccccc2)c2ccc(F)cc2)c1N | -14% | -0.6 | 1% | -9% | -5% | 4 | 0% | 5% | -13
CC(=O)Oc1ccc(C(=O)c2ccccc2)c(OC(C)=O)c1 | -9% | -0.3 | -18% | 0% | 5% | -3 | ? | 10% | -9
CC(=O)Nc1ccc(S(=O)(=O)NCCOc2ccc(Cl)cc2C)cc1 | -20% | 1.6 | 16% | -10% | -1% | -16 | 0% | 12% | 0
COc1ccccc1OCC(=O)Nc1ccc2c(c1)C(=O)N(CC1CCCO1)C2=O (configuration not stated) | -1% | 0.6 | -14% | -5% | -2% | -5 | -5% | 17% | -7
Cc1cccc(OCC(=O)Nc2ccc(S(=O)(=O)Nc3cc(C)nc(C)n3)cc2)c1 | -5% | -0.9 | -17% | 3% | 4% | -11 | -1% | 24% | -9
COc1ccc(CNC(=O)c2ccc3nc(C)c(N(C)Cc4ccc(NC(C)=O)cc4)n3c2)cc1 | 0% | · | · | · | -5% | · | -2% | · | -5
CN(Cc1ccccc1)C(=O)c1[nH]cnc1C(=O)NCC(=O)OCc1ccccc1 | 6% | -0.8 | 0% | -15% | -5% | -8 | 1% | -15% | -5
CCCCc1ccc(NC(=S)NCCN2CCOCC2)cc1 | -16% | 0.0 | -4% | -3% | 0% | 6 | 0% | 4% | -1
CCn1c(SCC(=O)Nc2ccc(Br)cn2)nnc1C1CC1 | -27% | -1.1 | -7% | -13% | -4% | -2 | 2% | -15% | 2
O=C(O)c1cnn(-c2nc(-c3cccc([N+](=O)[O-])c3)cs2)c1C(F)(F)F | ? | 1.0 | -10% | 31%[activator] | -1% | 31* | -13% | -21% | -1
Cc1cccc(NC(=S)NC2CCN(Cc3ccccc3)CC2)c1C | 6% | 0.7 | 2% | -12% | 2% | 94* | 1% | 19% | -5
N#Cc1ccccc1OCC(=O)N1CCN(C(=O)c2ccco2)CC1 | -27% | 0.5 | 3% | -6% | -6% | 10 | -6% | 4%[11.4 µM] | -1
Cc1ccc(S(=O)(=O)N2[C@@H](c3ccc(Cl)cc3)C(C(=O)O)=CC[C@H]2c2cccc(Cl)c2)cc1 | -21% | -0.4 | 4% | -7% | -3% | -15 | 0% | -15% | -6
CC(=O)c1c(C)n(-c2ccc(C)cc2C)c2ccc(O)cc12 | -1% | -1.2 | -11% | 6% | 3% | -1 | -17% | 25% | -1&10
Cc1c(NC(=S)/C=C2\N(C)c3ccccc3C2(C)C)c(=O)n(-c2ccccc2)n1C | ? | 0.6 | 0% | 2% | -4% | -15 | 0% | -24% | -10
Cc1cc(C)cc(-n2c(SCC(=O)NCc3ccco3)nc3c([nH]c4ccccc43)c2=O)c1 | -16% | 0.6 | -2% | 14% | -2% | · | -2% | -3% | -10
